Screens (PubChem)
proKLK7 act = proKLK7 (human) activation, primary screen; P49862; purified proKLK7, EDANS-DABCYL substrate fluorescence; 100% is mature enzyme control, 0% vehicle; activation, % at 7 µM; actives 0.9% (n = 370,000); AID 652039;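 active = activation above the mean of all tested compounds plus 3 SD, computed per campaign excluding outliers beyond control limits, cut at about 13% in these data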
NR1D1 modulator = modulators of human Rev-erb alpha DNA binding; P20393; Rev-erbα–FITC-DNA binding, fluorescence polarization, 90 min; activity, % at 10 µM; actives 0.79% (n = 370,000); AID 1259318;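 active = activity above about 14%, limit read from the data; passing the limit was not always enough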;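 note: 0% = DMSO wells with 35 nM protein and 100% = DMSO wells with 750 nM protein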
Target sequence (P20393 whole entry, looked up): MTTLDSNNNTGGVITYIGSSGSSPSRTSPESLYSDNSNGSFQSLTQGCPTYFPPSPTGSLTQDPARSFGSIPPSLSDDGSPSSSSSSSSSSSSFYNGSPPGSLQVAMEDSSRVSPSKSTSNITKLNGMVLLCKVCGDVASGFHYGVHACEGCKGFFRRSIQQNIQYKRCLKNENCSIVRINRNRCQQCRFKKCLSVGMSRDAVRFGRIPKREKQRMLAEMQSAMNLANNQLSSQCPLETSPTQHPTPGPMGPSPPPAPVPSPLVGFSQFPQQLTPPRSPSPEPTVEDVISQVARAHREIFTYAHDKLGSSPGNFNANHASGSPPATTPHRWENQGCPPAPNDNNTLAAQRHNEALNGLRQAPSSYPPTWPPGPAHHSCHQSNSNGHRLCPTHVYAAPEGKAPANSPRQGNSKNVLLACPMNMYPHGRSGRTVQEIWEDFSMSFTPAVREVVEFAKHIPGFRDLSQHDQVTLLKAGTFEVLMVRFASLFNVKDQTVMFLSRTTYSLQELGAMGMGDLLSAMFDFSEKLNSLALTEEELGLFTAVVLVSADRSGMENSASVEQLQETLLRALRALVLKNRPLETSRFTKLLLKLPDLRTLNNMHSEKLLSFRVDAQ
PLCg1 inh = PLC-gamma1 (human) inhibition, primary screen; P19174; purified PLC-gamma1, fluorogenic substrate, fluorescence; inhibition, % at 12.2 µM; actives 0.84% (n = 370,000); AID 720700; in the data active = inhibition above about 9.5%
DDE Tn6 FP inh = DD(E)-Tn6 binding inhibition, primary FP screen | Fibrin DD(E) TRITC-Tn6 fluorescence polarization displacement | inhibition, % at 8.3 µM | actives 0.21% (n = 370,000) | AID 720509;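 active = inhibition above a per-campaign cutoff: mean of compounds within control limits plus 3 SD, cut at about 15% in these data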;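 note: 0% = median of all compound wells on the plate and 100% = blocking peptide control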
HGIII-sPLA2 inh = Blocks human group III sPLA2 activity. QFRET BODIPY PC-A2 liposome hydrolysis, fluorescence. actives 0.56% (n = 370,000). Q9NZ20. inhibition, % at 12.2 µM;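 active = inhibition above mean plus 3 SD of compounds lying within the high and low control bounds, cut at about 19% in these data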;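 note: 0% = median of test compound wells and 100% = no enzyme DMSO wells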
UHRF1 MBD2 ctr = blocks human UHRF1 binding to methylated DNA; Q96T88; UHRF1 binding to methylated oligo, TR-FRET; inhibition, % at 4.4 µM; actives 0.75% (n = 370,000); AID 687016; in the data active = inhibition above about 21%;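 note: UHRF1 SRA domain binding a hemimethylated CpG hairpin DNA probe; 0% = median of test compound wells and 100% = reference inhibitor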
PLC-beta3 inh = PLC-beta3 (human) inhibition, primary screen | Q01970 | Purified PLC-beta3, fluorogenic substrate, fluorescence | inhibition, % at 12.2 µM | actives 0.18% (n = 370,000) | AID 720704; in the data active = inhibition above about 11%;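 note: 0% = median of compound wells on plate and 100% = full blocker control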
ARFGAP1 inhibitor = inhibitors of rat ARFGAP1; Arfgap1-stimulated ARF1 GTP hydrolysis, GDP FP detection; actives 0.26% (n = 360,000); inhibition, % at 16.5 µM; Q62848;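 active = inhibition above a per-plate limit, mean inhibition of low control wells plus 3 SD, cut at about 25% in these data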;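 note: 0% = DMSO wells with enzyme and 100% = wells lacking Arfgap1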
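System: truncated rat Arfgap1 GAP domain / Medium: HEPES-based buffer, pH 7.5 / Also added: N-terminally truncated human ARF1-GTP substrate / Incubation: enzyme reaction 120 min at 25 °C after 20 min preincubation / Measured by: FP of antibody-bound GDP Alexa 633 tracer, ex 620/em 688 nm / Replicates: singlicate, each compound tested once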
ASAP1 GAP inh = blocks human ASAP1-stimulated Arf1 GTP hydrolysis | Q9ULH1 | GDP FP detection | inhibition, % at 16.5 µM | actives 0.19% (n = 360,000) | AID 624377; in the data active = inhibition above about 25%;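 note: 0% = vehicle with enzyme and substrate and 100% = no enzyme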
Target sequence (Q9ULH1 325-724 limits assumed): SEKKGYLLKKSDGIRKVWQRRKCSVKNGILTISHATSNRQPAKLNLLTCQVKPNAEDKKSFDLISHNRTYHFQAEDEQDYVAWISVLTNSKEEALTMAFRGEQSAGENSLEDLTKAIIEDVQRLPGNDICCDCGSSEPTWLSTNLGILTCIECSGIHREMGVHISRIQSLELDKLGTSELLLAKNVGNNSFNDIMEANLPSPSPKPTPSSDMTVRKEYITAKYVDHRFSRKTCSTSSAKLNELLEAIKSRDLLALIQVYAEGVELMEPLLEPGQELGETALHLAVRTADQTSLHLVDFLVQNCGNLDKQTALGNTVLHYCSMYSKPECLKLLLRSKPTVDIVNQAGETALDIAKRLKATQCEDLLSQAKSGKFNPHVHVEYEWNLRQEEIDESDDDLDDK
DDE Tn7 FP inh = inhibitors of Tn7 peptide binding to human fibrin DD(E); P02675; actives 0.13% (n = 370,000); FP displacement of FITC-Tn7 peptide from fibrin DD(E); 0% = median of compound wells per plate; inhibition, % at 8.3 µM; AID 720508;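 active = inhibition above the mean of compounds falling within the control limits plus 3 SD of them, cut at about 14% in these data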;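 note: 0% = plate median of compound wells and 100% = 10 µM Aha-Tn7 peptide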
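Assay system: human fibrin DD(E) protein / Input: 2 µM fibrin DD(E) / Benchmarks: high control of 10 µM Aha-Tn7 peptide / Measured by: fluorescence polarization of the labelled Tn7 tracer / Medium: Tris buffer with calcium and detergent, pH 7.8 / Timing: 10 min compound pre-incubation, 3 h probe incubation at room temperature / Repeats: one replicate per compound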
* hit, by the source's call; i = inactive; nt = not tested or not shown; & = joins results of further samples.

SMILES	proKLK7 act	NR1D1 modulator	PLCg1 inh	DDE Tn6 FP inh	HGIII-sPLA2 inh	UHRF1 MBD2 ctr	PLC-beta3 inh	ARFGAP1 inhibitor	ASAP1 GAP inh	DDE Tn7 FP inh
COc1cccc2[nH]c3c(N4CCC(C)CC4)ncnc3c12	8.3	-4	-134	-2	3	2	-217	3	-5	2
O=C(Nc1ccc(-c2nc3cccnc3s2)cc1)c1ccc(Br)o1	0.1	-2	-54	-2	-6	-2	-65	0	8	10
CC(Oc1ccccc1F)c1nnc(SCC(=O)Nc2ccc(N3CCOCC3)cc2)o1 (centres undefined)	0.8	-2	-3	7	0	0	-3	-10	-4	-2
Cc1ccccc1-n1c(SCC(=O)N/N=C/c2c(C)nn(-c3ccccc3)c2C)nc2ccccc2c1=O	-0.4	3	4	2	-16	-3	2	2	3	-1
C[C@@]12CCC=C[C@H]1[C@H](c1ccccc1Br)N(Cc1ccccc1)C2=O	0.4	-4	2	2	0	-2	-2	-5	-4	-4
COc1cc(C(=O)NC(C)C2CC3CCC2C3)ccc1OC(F)F (centres undefined)	-0.5	6	0	-3	-3	0	-1	1	-4	0
CC(=O)N1CCN(C(=O)COC(=O)c2ccc(S(C)(=O)=O)cc2)CC1	0.0	-1	6	-5	13	1	5	9	-9	-8
Cc1ccc2c(CN3CCC(C)CC3)cc(=O)oc2c1	0.5	-1	-4	3	-2	-3	-2	0	0	3
O=C(NC1CCN(Cc2ccccc2)CC1)c1ccccc1OCc1ccccc1	-0.4	1	3	-9	-10	-3	-4	-16	11	-3
Cc1oc2c(c1C(=O)N1CCOCC1)C(=O)c1ccccc1C2=O	0.1	2	2	3	7	8	0	5	15	5
COC(=O)Nc1[nH]ncc1[N+](=O)[O-]	0.5	-2	2	5	3	1	-5	6	0	-4
O=C1/C(=C/c2cccs2)SC(=S)N1CC(=O)N1CCCCC1CCO (centres undefined)	-0.1	-2	-1	0	2	0	-9	5	11	2
O=C(OCCN1CCCC1)C1(c2ccccc2)CCCC1	-0.2	-4	4	3	1	5	2	0	0	1
O=C(N/N=C/c1ccc(Cl)cc1)c1cc(-c2cccnc2)nc2ccccc12	0.4	0	-2	-2	-9	0	-12	10	-2	-3
CSc1ccc(S(=O)(=O)NCC(=O)OCC(=O)N2CCC(C)CC2)cc1[N+](=O)[O-]	0.2	0	1	0	-18	-1	3	12	5	-2
Cc1ccc(O)c(CNc2cccc(C)n2)c1	0.2	-4	4	-9	10	7	-12	8	3	-1
O=C(Nc1ccccc1)SC1CCCCC1	-0.1	1	-1	8	10	1	0	-2	-23	-3
O=C(Cc1cc(C(F)(F)F)cc(C(F)(F)F)c1)Nc1c(-c2ccccc2)[nH][nH]c1=O	-0.4	-7	-1	-8	-8	-10	-9	-7	13	1
COc1cc(C=Nc2c(C)cc(C)cc2C)ccc1OC(C)=O	0.6	2	3	4	-1	-1	4	10	6	-2
CCOc1ccc(C2Nc3ccccc3NC3=C2C(=O)CC(C)(C)C3)cc1OC (centres undefined)	-1.6	0	-49	-10	-9	-7	-63	2	0	-3
CC(C)C(NS(=O)(=O)/C=C/c1ccccc1)C(=O)NCc1ccc(F)cc1 (centres undefined)	0.0	6	0	-6	-8	-2	-6	-1	3	-6
O=C(NC(Cc1c[nH]c2ccccc12)C(=O)N1CCOCC1)c1cccs1 (centres undefined)	0.8	-4	-1	-10	-22	0	1	-6	-14	-5
COc1ccc(NC(=O)c2cc([N+](=O)[O-])ccc2N2CCCC2)cc1	0.3	3	-2	4	3	0	1	-5	-5	6
C[C@@H]1CN([C@@H](C)CO)C(=O)c2cc(C#CCN(C)C)cnc2O[C@H]1CN(C)Cc1ccc2c(c1)OCO2	-0.1	-4	1	-2	0	3	0	4	10	-4
Cc1ccc(NC(=O)COc2coc(CN3CCc4ccccc4C3)cc2=O)cc1Cl	-1.6	1	-15	9	-8	-3	-6	-9	0	2
COc1ccc(NC(=O)CC2Oc3ccccc3NC2=O)c(OC)c1 (centres undefined)	0.0	9	0	-4	1	-2	-5	3	2	2
O=[N+]([O-])c1ccccc1/C=C/C=N/N1CCCCC1	-0.4	nt	2	11	-2	1	-4	-11	-2	-3
Fc1ccc(Nc2nc(NCc3ccco3)c3ccccc3n2)cc1	-1.8	0	-11	2	-3	3	-24	8	15	5
CNC(=S)N/N=C/c1ccc(-c2cc([N+](=O)[O-])ccc2Cl)o1	-0.2	6	-2	8	4	-2	2	-2	-5	0
COC(=O)[C@@]1(Cc2ccc(OC)cc2)[C@H]2c3cc(C(=O)N4CCCC4)n(CCc4c[nH]c5ccccc45)c3C[C@H]2CN1C(=O)c1ccccc1	-0.1	1	-4	-14	-65	-5	-6	5	3	-3

Only DDE Tn7 FP inh, proKLK7 act and NR1D1 modulator (2 entries from above):
SMILES	DDE Tn7 FP inh	proKLK7 act	NR1D1 modulator
COc1cccc2[nH]c3c(N4CCC(C)CC4)ncnc3c12	2	8.3	-4
O=C(Nc1ccc(-c2nc3cccnc3s2)cc1)c1ccc(Br)o1	10	0.1	-2

Going on with the list:
SMILES	proKLK7 act	NR1D1 modulator	PLCg1 inh	DDE Tn6 FP inh	HGIII-sPLA2 inh	UHRF1 MBD2 ctr	PLC-beta3 inh	ARFGAP1 inhibitor	ASAP1 GAP inh	DDE Tn7 FP inh
COC(=O)CCN(C(=O)c1cc(OC)c(OC)c(OC)c1)c1ccccn1	0.0	7	0	2	0	6	0	-7	4	1
COCCNc1nc2c(c(=O)n(Cc3ccccc3F)c(=O)n2C)n1C	-0.9	-3	0	1	5	2	-4	-2	0	-3
CC(=O)Cn1c(=O)c2c(nc3n2CCCN3Cc2ccccc2)n(C)c1=O	0.0	1	3	2	4	-2	3	6	7	2
COc1ccc(C(=O)Nc2ccc(Nc3ccccc3)cc2)cc1Br	-0.4	2	-22	7	-5	-1	-37	7	-6	8
Cc1ccc(C(=O)CCC(=O)N2CCC(C(N)=O)CC2)cc1	0.9	5	-3	12	-4	29*	-9	-14	-11	-2
O=C1/C(=C/c2ccccc2Cl)SC(=S)N1CCC(=O)N1CCCCC1CCO (centres undefined)	-0.6	-1	2	0	-12	-2	-10	1	-4	4
CCCN1CNc2c(c(=O)[nH]c(=S)n2CCc2ccc(OC)c(OC)c2)C1	0.0	3	-1	3	-3	-2	-5	20	11	-3
COc1ccccc1NC(=O)/C=C/c1ccc(OC)c(S(=O)(=O)N2CCOCC2)c1	-0.1	-3	-4	17*	-2	-2	-4	8	8	9
CCCOC(=O)Oc1ccc2c(=O)c(Oc3cc(C)cc(C)c3)coc2c1	43*	5	i	-3	-21	0	i	0	-6	2
CNc1cc([N+](=O)[O-])ccc1N/C=C/C(=O)c1ccc2c(c1)OCO2	-0.6	12	-8	-4	8	-5	-8	6	12	-1

Compound profiles, from the list above. Order of values: proKLK7 act | NR1D1 modulator | PLCg1 inh | DDE Tn6 FP inh | HGIII-sPLA2 inh | UHRF1 MBD2 ctr | PLC-beta3 inh | ARFGAP1 inhibitor | ASAP1 GAP inh | DDE Tn7 FP inh
Shown for COCCNc1nc2c(c(=O)n(Cc3ccccc3F)c(=O)n2C)n1C = -0.9 | -3 | 0 | 1 | 5 | 2 | -4 | -2 | 0 | -3
Shown for CCCOC(=O)Oc1ccc2c(=O)c(Oc3cc(C)cc(C)c3)coc2c1 = 43* | 5 | i | -3 | -21 | 0 | i | 0 | -6 | 2
Shown for Cc1ccc(C(=O)CCC(=O)N2CCC(C(N)=O)CC2)cc1 = 0.9 | 5 | -3 | 12 | -4 | 29* | -9 | -14 | -11 | -2
Shown for CCCN1CNc2c(c(=O)[nH]c(=S)n2CCc2ccc(OC)c(OC)c2)C1 = 0.0 | 3 | -1 | 3 | -3 | -2 | -5 | 20 | 11 | -3
Shown for COc1ccccc1NC(=O)/C=C/c1ccc(OC)c(S(=O)(=O)N2CCOCC2)c1 = -0.1 | -3 | -4 | 17* | -2 | -2 | -4 | 8 | 8 | 9

Carrying on:
SMILES	proKLK7 act	NR1D1 modulator	PLCg1 inh	DDE Tn6 FP inh	HGIII-sPLA2 inh	UHRF1 MBD2 ctr	PLC-beta3 inh	ARFGAP1 inhibitor	ASAP1 GAP inh	DDE Tn7 FP inh
CCc1cccc(C)c1NC(=O)Cn1c(NCCO)nc2ccccc21	-0.3	0	2	0	4	-1	4	6	-2	-8
c1cnc(N2CCN(Cc3ccc4c(c3)OCO4)CC2)nc1	0.5&0.9	-6&-9&-4	1&-2	12&9	-9&-6	-2&-2	1&0	-9&-10	-16&-4	7&10
O=C1CCCC2=C1C1(CCCC1)N=C(Nc1nc3cc(-c4ccccc4)ccc3o1)N2	-0.5	1	-29	6	4	-2	-33	0	-6	-11
C[C@H](CO)N1C[C@H](C)[C@@H](CN(C)C(=O)Nc2ccc3c(c2)OCO3)Oc2ccc(NC(=O)CCN3CCOCC3)cc2C1=O	0.8	-6	-1	1	2	-3	-8	11	-1	8
CN1/C(=C\C=C2\N=C(c3ccc(F)cc3)OC2=O)C(C)(C)c2ccccc21	1.1	36*	-7	10	-4	2	-8	10	-2	-5
Cc1cc(NC(=O)CCC(=O)N(Cc2ccccc2)C(C(=O)NC2CCCC2)c2ccco2)no1 (centres undefined)	0.4	-3	1	10	-4	-2	-1	17	-4	-3
O=C(NCCc1ccc(Cl)cc1)C1CCN(S(=O)(=O)N2CCC3(CC2)OCCO3)CC1	0.3	-4	-3	2	9	0	-1	2	1	2
COc1cc(-c2nnc(NC(=O)CCS(=O)(=O)c3ccc(F)cc3)o2)cc(OC)c1OC	0.1	-10	3	0	-4	-1	-5	4	11	-4
COc1cc(NC(=O)Nc2ccc(Cl)c(Cl)c2)c(C(=O)O)cc1OC	0.0	3	-30	-3	-2	0	-49	-10	3	6
Cc1nn(CC(=O)N2CCOCC2)c(=O)c2ccccc12	-0.4	6	3	-3	12	19	1	0	3	4
CC(C)(CNC(=O)c1cc(-c2ccc(Cl)s2)nc2ccccc12)N1CCOCC1	-3.8	12	-139	-2	-13	14	-171	-3	4	-1
CC(C)CCN(C(=O)c1ccc(N2CCCC2=O)cc1)c1c(N)n(Cc2ccccc2)c(=O)[nH]c1=O	0.0	-8	-2	3	10	0	-5	2	-14	-3
CCOC(=O)c1cc2sccc2n1CC(=O)N1CCN(C(=O)c2ccco2)CC1	0.6	-1	0	1	0	1	-1	-5	-3	0

An unsorted share of the library; 4.5% or so of the library scored in one or more.
